TNAP activation fold: human TNAP enzyme activators, primary screen, biochemical, luminescent, no phosphate acceptor, uHTS (AID 1001); purified TNAP, luminescent activation assay, no phosphate acceptor; higher activation fold means a stronger effect; one-dose activation fold at 20 µM; EC50 in µM for titrated hits; hit rate 0.03% among 200,000; in the data active means activation fold from about 3, or a potency from the dose series; inactive means the rest, 99 in 100 with activation fold below about 1.6; further: many of its hits are not listed in these tables
Yfh1-depleted yeast: enhancers of respiration in Yfh1-depleted yeast, dose response, Friedreich's ataxia, plus single-dose screen (AID 1465); one-dose fold induction at 50 µM; EC50 in µM for titrated hits; S. cerevisiae Yfh1-off respiration, WST-1 reduction, 72 h; higher fold induction means a stronger effect; hit rate 0.074% among 220,000;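 active means fold induction of absorbance versus untreated yeast above a set limit, then at least 30% activation at any dose in follow-up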;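 further: activators that raise dye reduction in frataxin-depleted yeast; strong numbers were not always called active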
P. falciparum M17LAP: P. falciparum M17LAP inhibitors, primary screen, biochemical, fluorogenic H-Leu-NHMec substrate, 1536-well (AID 1619) | recombinant M17LAP, H-Leu-NHMec fluorogenic kinetic assay; higher % means a stronger effect | inhibition, % at 30 µM, or IC50 in µM where a hit was titrated | hit rate 0.38% among 220,000;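 active means compound inhibiting the enzyme by more than half at any dose during confirmatory dose-response retesting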;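 further: plate controls were full reaction with DMSO carrier for no effect and no enzyme background for full effect; strong numbers were not always called active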
WT yeast gro inh: growth inhibition of WT yeast, mitochondrial fusion screen; mitochondrial fusion phenotypic screen, WT strain; inhibition, % at 10 µM; hit rate 2.1% among 190,000; AID 1362; in the data active means inhibition above about 58%; tested in S. cerevisiae
PMI inhibitors: inhibitors of human PMI, primary screen, biochemical, fluorescence intensity, coupled assay (AID 1209); purified PMI enzyme, coupled fluorescence intensity; higher % means a stronger effect; inhibition, % at 20 µM, or IC50 in µM where a hit was titrated; hit rate 0.42% among 190,000;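 further: plate controls were DMSO vehicle for no effect and wells lacking substrate for full effect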
M1AAP inhibition: malaria alanyl aminopeptidase activity blockers – biochemical, fluorogenic H-Leu-NHMec substrate, 1536-well (AID 1445) | recombinant M1AAP, H-Leu-NHMec fluorogenic kinetic assay; higher % means a stronger effect | inhibition, % at 30 µM; hits with a dose series show IC50 in µM | hit rate 0.42% among 220,000;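 active means primary inhibition above the hit cutoff, then over 50% inhibition at one or more dose response concentrations, cut at about 23% in these data, passing the limit was not always enough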;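 further: plate controls were DMSO full reaction for no effect and no enzyme background for full effect; strong numbers were not always called active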
LYP phosphatase: PTPN22 lymphoid phosphatase activity blockers – biochemical, fluorescence intensity, uHTS (AID 1779); recombinant LYP phosphatase, fluorescence intensity; higher % means a stronger effect; one-dose inhibition, % at 11.5 µM; IC50 in µM for titrated hits; hit rate 0.054% among 290,000;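 further: plate controls were vehicle with enzyme for no effect and no enzyme for full effect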
PMI inhibition: MPI inhibition at elevated mannose 6-phosphate – biochemical, fluorescence intensity, high mannose 6-phosphate, primary screen (AID 1220) | inhibition, % at 20 µM, or IC50 in µM where a hit was titrated | recombinant PMI enzyme, coupled fluorescence intensity; higher % means a stronger effect | hit rate 0.66% among 190,000
XIAP displacement: XIAP antagonists, biochemical, IAP family, fluorescence polarization (AID 1018). XIAP BIR domain, fluorescence polarization peptide displacement; higher % means a stronger effect. displacement, % at 20 µM, or IC50 in µM where a hit was titrated. hit rate 0.007% among 200,000; in the data active means displacement above about 50%; further: a part of the inactive calls stands beside numbers as strong as those of hits
WT yeast gro inh mutant strain: second read-out of WT yeast gro inh, no call of its own (marks repeat the call); inhibition, %; mitochondrial fusion phenotypic screen, mutant strain inhibition
Active calls of the source: *; i = inactive; · = no result given. Unless noted, no stated cut-off is given here; in the data, active means inhibition above about 50%; inactive means the rest.

SMILES	TNAP activation fold	Yfh1-depleted yeast	P. falciparum M17LAP	WT yeast gro inh	WT yeast gro inh mutant strain	PMI inhibitors	M1AAP inhibition	LYP phosphatase	PMI inhibition	XIAP displacement
COC(=O)C1=C(C)N(C)C(C)=C(C(=O)OC)C1c1ccsc1	1.1	i	-3%	-1	-9	8%	0%	4%	4%	2.5%
Cc1c(C(=O)NCc2ccoc2)oc2ccc3c(c12)C(=O)CC(C)(C)O3	1	·	9%	5	-21	-8%	15%	5%	-5%	-1.3%
Cc1cc2oc(=O)cc(Cn3ncc(Cl)c(Cl)c3=O)c2cc1Cl	1	i	-4%	-1	-4	-2%	1%	-2%	8%	-21%
CC(C)=CC(=O)OCC(=O)Nc1cc(C)cc(C)c1	1.1	i	-3%	7	6	-3%	9%	0%	3%	-5.5%
N#CC1(P(=O)(c2ccccc2)c2ccccc2)CC1	1	i	2%	15	18	-16%	3%	3%	-12%	-2.1%
COc1ccc(C(=O)/C=C/Nc2ccc([N+](=O)[O-])cc2C)c(OC)c1	0.9	i	1%	3	-10	5%	8%	-14%	9%	-2.5%
CCOC(=O)N1CCN(C(=S)NC(=O)C2CCCC2)CC1	·	i	5%	·	·	·	5%	-2%	·	·
COc1ccc(Cl)cc1C(=O)NNC(=S)NC(=O)/C=C/c1ccco1	1.4	i	30%	-3	-37	-29%	18%	0%	-35%	-6.8%
Cc1cc(C)n(-c2ccn(Cc3ccc(Cl)cc3Cl)c(=O)n2)n1	1.1	i	3%	-1	12	3%	1%	-1%	11%	-0.3%
Cc1cc(C)nc(Nc2ccc(N3CCCC3)cc2)n1	1	i	9%	11	14	37%	3%	7%	-4%	-7.9%
C#CCNC(=O)C1=C[C@H](c2csc3ccccc23)[C@@H](CCCO)[C@H](OCC)O1	1.1	i	-1%	-19	-11	9%	1%	-4%	4%	-6.0%
CN(Cc1ccccc1)C(=O)COC(=O)c1cc(-c2ccc(Cl)s2)nc2ccccc12	0.9	i	1%	15	3	-3%	2%	-2%	2%	0.4%
CCn1nnc2cc(C(=O)O)ccc21	·	i	6%	·	·	·	3%	-9%	·	·
COC(=O)c1cccc(NC(=S)Nc2ccccc2Cl)c1	·	i	14%	·	·	·	6%	-5%	·	·
Cc1cc(N/C=C(\C#N)S(=O)(=O)c2ccccc2Cl)nc(C)n1	·	i	6%	·	·	·	4%	4%	·	·
Cc1cc(C)nc(NC(=O)Nc2ccccc2C(F)(F)F)n1	1	i	7%	-5	16	6%	3%	-3%	4%	-2.8%
COCCN(CC(=O)Nc1ccccc1C)S(=O)(=O)c1ccc(S(=O)(=O)N2CCCC2)cc1	1	·	4%	3	18	6%	3%	-6%	8%	-3.1%
CC1(C)CC(=O)C2=C(C1)OC(=O)C2(NC(=O)c1cccs1)C(F)(F)F (stereo not given)	1.1	i	5%	-5	0	4%	12%	6%	-7%	-4.0%
COc1ccc(NC(=O)Cn2nnc(-c3ccccc3F)n2)cc1	1.1	i	7%	12	-13	11%	5%	-9%	12%	-1.4%
Cc1ccc(C(=O)Cn2nc(C(=O)O)c3ccccc3c2=O)cc1C	·	i	5%	·	·	·	5%	-6%	·	·
Fc1ccc(-c2cc(C(F)(F)F)n3ncnc3n2)cc1	1	i	3%	-7	0	-18%	6%	-6%	-18%	-0.7%
O=C(NC(Cc1ccccc1)C(=O)O)c1ccc(S(=O)(=O)N2CCCCC2)cc1 (stereo not given)	1.1	i	22%	14	-4	-7%	1%	-6%	-5%	-5.1%
COc1cccc(C(=O)NCCSc2ccc(F)cc2)c1	1.1	i	8%	8	-27	-12%	14%	5%	-9%	-7.0%
O=C(Nc1ccc(C(F)(F)F)cc1Cl)c1ccc(Cn2cc(Br)cn2)o1	1	i	0%	13	-1	18%	-3%	-2%	7%	-5.8%
C/C(Cn1nnc2ccccc21)=N/OC(=O)c1c(F)cccc1F	1.1	i	6%	4	13	-14%	0%	-3%	-40%	-4.6%

Later entries
SMILES	TNAP activation fold	Yfh1-depleted yeast	P. falciparum M17LAP	WT yeast gro inh	WT yeast gro inh mutant strain	PMI inhibitors	M1AAP inhibition	LYP phosphatase	PMI inhibition	XIAP displacement
COc1ccc(S(=O)(=O)N2CCCC2C(=O)NCc2cccs2)cc1 (stereo not given)	1.1	i	9%	6	-2	-15%	-2%	-8%	-7%	-1.0%
O=S(=O)(c1ccc(C(F)(F)F)cc1)N1CCCN(c2ccc(C(F)(F)F)cn2)CC1	·	i	0%	·	·	·	5%	4%	·	·
COc1cc(OC)c(C#N)c(S(=O)(=O)Cc2ccccc2)c1	1.1	i	5%	-5	3	-6%	16%	6%	-2%	-4.5%
COc1ccc(S(=O)(=O)N2CCCC(C(=O)Nc3cccnc3)C2)cc1Cl (stereo not given)	1.1	i	9%	-9	-15	-30%	13%	-3%	-32%	-3.0%
COCC(C)NC(=O)CSc1nc(-c2ccccc2)c(-c2ccccc2)o1 (stereo not given)	1.2	i	3%	-24	-10	7%	11%	-3%	4%	0.4%
COc1ccccc1N(CC(=O)N/N=C/c1c(O)ccc2ccccc12)S(C)(=O)=O	0.6	i	-1%	-5	-21	0%	8%	-5%	-6%	-4.3%
O=C(c1ccc(N2CCCC2=O)cc1)N1CCOCC1	1.1	i	-2%	-10	-12	3%	-1%	-4%	4%	-2.1%
CC(=O)NC(Cc1c[nH]c2ccccc12)C(=O)N/N=C/c1ccccc1 (stereo not given)	1.1	i	-2%	5	6	-5%	3%	-3%	-1%	-4.8%
COc1ccc(CNC(=O)C2CCN(S(=O)(=O)c3ccc(-c4nn[nH]n4)cc3)CC2)cc1	1.1	i	29%	-7	7	-4%	6%	1%	-15%	-3.4%
O=C(CCCCCNS(=O)(=O)c1ccc(Br)cc1)NCCN1CCOCC1	1	i	-4%	6	-9	-12%	-5%	-6%	0%	-2.4%
NC(=O)c1ccsc1NC(=O)COC(=O)CCOc1ccccc1	·	i	18%	·	·	·	0%	2%	·	·
CC(=O)Nc1ccc(S(=O)(=O)N2CCCCC2C(=O)O)cc1 (stereo not given)	1.1	i	1%	-4	18	-3%	3%	-3%	-4%	0.9%
Cc1ccc(NC(=O)N2CCCn3c(SCC(=O)c4ccccc4)nnc32)cc1	·	i	-6%	·	·	·	4%	-3%	·	·
O=C(O)c1ccc(CSc2nc(-c3ccccc3)cc(C(F)(F)F)n2)cc1	1	i	9%	43	11	-8%	4%	-3%	0%	-0.2%
CC(=O)Nc1ccc(C(=O)Cn2c3[n+](c4c(F)c(F)ccc42)CCCCC3)cc1	1.1	i	-1%	7	8	-22%	10%	-2%	-11%	-1.6%
CCOc1ccc(NC(=O)CC2C(=O)N(c3ccccc3)C(=O)N2Cc2ccccn2)cc1 (stereo not given)	1.2	i	20%	-6	-2	-1%	5%	-7%	0%	-0.7%
CC(=O)O/C(=C\c1cn(C(C)=O)c2ccccc12)C(=O)O	·	i	2%	·	·	·	0%	-9%	·	·
Cc1ccc(NC(=O)Cn2nc(-c3ccccc3)nc2-c2ccccc2)c(C)c1	1.3	i	3%	10	15	7%	5%	-1%	-2%	-6.0%
CCN(CC)C(=O)CSc1nnc2nnc3cc(OC)ccc3n12	·	i	6%	·	·	·	6%	-4%	·	·
CCN1C(=O)/C(=C2/C(=O)N3c4c(cc(OC(C)=O)cc42)C(C)=CC3(C)C)SC1=S	0.9	i	-4%	12	20	-16%	-2%	4%	-6%	4.4%
CC(C)(C)CC(=O)NCCCN1CCOCC1	1.1	i	-1%	-6	-5	-2%	0%	-4%	-4%	-4.1%
c1ccc(-c2nc(N3CCOCC3)c3ccccc3n2)nc1	1	·	29%	10	19	18%	8%	-7%	15%	-2.8%
Cc1ccc(S(=O)(=O)NCCSc2nnnn2C)cc1	1.1	i	-4%	2	8	-2%	2%	-7%	-1%	-2.0%
CSc1nnc(C)c(=O)n1COC(=O)c1ccc([N+](=O)[O-])cc1	1	i	-1%	9	3	-14%	20%	-2%	-7%	-0.6%
O=C(CSCC(=O)Nc1cccc2ccccc12)Nc1cccc2ccccc12	·	i	-10%	·	·	·	-6%	3%	·	·

Whole records from above. Values in the order: TNAP activation fold	Yfh1-depleted yeast	P. falciparum M17LAP	WT yeast gro inh	WT yeast gro inh mutant strain	PMI inhibitors	M1AAP inhibition	LYP phosphatase	PMI inhibition	XIAP displacement
CC(=O)Nc1ccc(S(=O)(=O)N2CCCCC2C(=O)O)cc1 (stereo not given) is listed with 1.1	i	1%	-4	18	-3%	3%	-3%	-4%	0.9%
CC(=O)Nc1ccc(C(=O)Cn2c3[n+](c4c(F)c(F)ccc42)CCCCC3)cc1 is listed with 1.1	i	-1%	7	8	-22%	10%	-2%	-11%	-1.6%
Cc1ccc(S(=O)(=O)NCCSc2nnnn2C)cc1 is listed with 1.1	i	-4%	2	8	-2%	2%	-7%	-1%	-2.0%

(list continues)
SMILES	TNAP activation fold	Yfh1-depleted yeast	P. falciparum M17LAP	WT yeast gro inh	WT yeast gro inh mutant strain	PMI inhibitors	M1AAP inhibition	LYP phosphatase	PMI inhibition	XIAP displacement
CCCc1cc(=O)[nH]c(SCc2nc3ccccc3s2)n1	0.9	i	15%	-4	-10	-1%	7%	2%	2%	-4.2%
COc1ccc(C(=O)c2cc([N+](=O)[O-])ccc2N2CCN(C)CC2)cc1	1	i	18%	-10	-13	-2%	-5%	10%	6%	-12%
O=C(CNC(=S)N(Cc1ccccc1)Cc1cccnc1)N1CCOCC1	1.1	i	0%	-7	2	-3%	3%	-7%	-3%	-0.6%
O=C1/C(=C\c2ccc(O)cc2)SC(=S)N1c1cccnc1	0.6	i	6%	6	4	4%	7%	-1%	3%	-3.0%
CCOc1ccc2oc(C(=O)NC3CCN(Cc4ccccc4)CC3)c(C)c2c1	1.2	i	-10%	20	19	-6%	1%	-4%	-4%	-3.1%
N#C/C(=C\c1cn(Cc2ccc(C#N)cc2)c2ccccc12)C(=O)NCc1cccs1	1.2	i	0%	-2	6	7%	7%	-4%	-2%	1.6%
Cc1cc(C)n(CCSCC(=O)O)n1	1.2	i	-7%	-9	-6	3%	7%	-10%	8%	-5.1%
O=c1cc(NCc2ccccc2)nc2n1CCCS2	1.1	i	-7%	-4	-18	-4%	7%	-2%	-2%	3.1%
CCOC(=O)c1cc2sc(C)cc2n1CC(=O)N1CCN(C(=O)c2ccco2)CC1	1.1	i	-11%	4	-9	-6%	-7%	0%	-3%	-3.5%
CC(C)c1ccccc1NC(=S)NC1CCCCC1	1.1	i	6%	71*	63*	1%	1%	-1%	5%	-2.4%
CC1=C(C(=O)Nc2ccc(C)cc2C)C(c2ccc(C)o2)NC(=S)N1 (stereo not given)	1.2	i	13%	-13	4	16%	9%	-8%	-1%	1.0%
O=C(CCc1nnc(Cc2ccc3c(c2)OCO3)o1)N(CC1CCC1)CC1CCCO1 (stereo not given)	·	i	7%	·	·	·	-6%	0%	·	·
COc1cccc(C2C3CN(C)CC=C3C(C#N)=C(N)C2(C#N)C#N)c1OC (stereo not given)	1.2	·	-35%	0	-1	19%	8%	2%	12%	-0.8%
C=C(C)n1c(=O)[nH]c2ccccc21	1	i	-17%	-4	-4	-24%	10%	-5%	-11%	1.2%
COc1ccc(Cl)cc1NC(=S)Nc1cccc(C)c1	1.1	i	10%	11	-21	-2%	2%	-3%	2%	-15%
COc1ccc(S(=O)(=O)NC(CCSC)C(=O)NC2CCCCC2)cc1 (stereo not given)	1.1	i	5%	17	-8	-1%	-6%	-14%	10%	-3.5%
